# Growth percent in the NCI-60 one-dose screen (48 h, 10 µM unless noted): 100 = growth as untreated, 0 = no growth, -100 = all killed.
# SNB-75 = SNB-75 CNS cancer. 5% of 79,000 active
# SF-268 = SF-268 CNS cancer cells | 3.1% of 82,000 active | AID 1794759
# HCC-2998 = HCC-2998 colon cancer. 4.7% of 79,000 active. AID 1794799
# PC-3 = PC-3 prostate cancer cells | AID 1794754 | 3.9% of 80,000 active
# SF-539 = SF-539 CNS cancer; 6.8% of 81,000 active; AID 1794752
# U251 = U251 CNS tumor cells | 5.4% of 80,000 active
# SF-295 = SF-295 CNS cancer cells. 5.6% of 79,000 active. AID 1794758
# SNB-19 = SNB-19 CNS cancer cells; 2.5% of 81,000 active; AID 1794751
# * marks the source's active call; other numbers are inactive results; . = not tested or not shown. How the source made its calls: active means growth percent below 10; inactive means the rest. Not a hit list; overall some 10% were active at least once.
SMILES,SNB-75,SF-268,HCC-2998,PC-3,SF-539,U251,SF-295,SNB-19
CC(C)CCn1cnc2c(=O)[nH]c(N)nc21,78.9,94.6,106.0,92.7,104.3,99.3,94.1,98.2
COc1cccc(OC)c1-c1nnn(C)c1C(=S)N1CCN(c2ccc(C#N)cc2Cl)CC1,94.2,98.7,110.7,73.8,90.9,98.4,88.4,91.7
CCOC(=O)C1C(=O)C=C(c2ccccc2)CC1c1sc(N(C)Cc2ccccc2)nc1Cl (stereo not drawn),89.1,89.6,109.4,76.4,105.1,92.7,94.4,89.7
CCCCn1c(=O)c(/C=C/C(=O)/C=C/c2ccc3c(c2)OCO3)cc2cc(OC)ccc21,76.8,75.4,102.4,50.9,99.2,35.3,93.9,73.0
CCOC(=O)C1=C(C)NC(=O)NC1c1cc(OC)c(OC)c(OC)c1 (stereo not drawn),79.8,104.1,104.0,105.5,86.3,95.0,98.3,107.9
CCCCCCCC(=O)N1CCOCC1,83.1,110.3,118.8,103.3,110.0,97.3,101.1,95.0
Nc1nc(-c2ccccc2)cc(-c2cc(-c3ccccc3)nc(N)n2)n1,127.3,113.9,112.5,99.6,99.3,108.8,97.4,101.7
CC(=O)O[C@H]1CC[C@@]2(C)[C@@H](CC[C@@H]3[C@@H]2CC(=O)[C@@]2(C)[C@H]3C[C@@H](C(C(C)=O)C(C)=O)[C@@H]2C(C)=O)C1,97.7,107.4,107.6,108.9,126.9,101.1,121.0,111.5
Cc1[nH]c(-c2nc3ccccc3[nH]2)c(C)c1C(=O)N[C@@H](C)c1ccccc1,98.6,103.2,95.7,96.5,104.9,97.7,102.1,91.8
CN(C)c1ccc(/C=C/C(=O)c2ccc(NC(=O)CCN3CCCC3)cc2O)cc1,109.5,112.2,122.1,109.2,104.4,109.1,107.0,100.7
O=C(O)CCC(NC(=O)c1cccc([N+](=O)[O-])c1)C(=O)O (stereo not drawn),99.1,106.1,107.7,93.4,101.4,106.3,108.4,106.4
CCN(CC)N=Nc1ccc(S(N)(=O)=O)cc1,93.7,106.1,113.7,86.8,95.0,93.4,103.6,101.7
CCOC(=O)C(C)C/C(C)=N/NC(N)=O (stereo not drawn),86.3,99.3,107.2,85.1,102.9,91.6,101.0,102.8
Cn1c(=O)c2c(-c3ccccc3F)n(-c3ccc4c(c3)OCO4)cc2n(C)c1=O,80.9,97.4,92.2,74.7,92.7,92.1,87.9,99.6
Cc1ccc([C@@H]2C[C@@H]3Cc4ccccc4N2O3)o1,99.6,113.9,102.2,95.5,90.7,97.8,96.2,114.8
CCc1ccc(Oc2c(-c3ccc(OCc4ccc(Cl)cc4)cc3O)n[nH]c2C(F)(F)F)cc1,36.6,30.0,62.2,13.9,56.6,9.9*,88.1,25.4
O=C(c1ccccc1)C1(Br)CCCCC1,95.2,92.0,100.9,99.2,93.5,95.6,93.4,92.0
COc1ccc(NC(=O)CCn2cnc3c2c(=O)n(C)c(=O)n3C)cc1,85.6,109.4,103.2,72.1,97.4,97.3,106.5,101.5
C#C[C@]1(O)CC[C@H]2[C@@H]3CC=C4c5sc(-c6ccccc6)nc5CC[C@]4(C)[C@H]3CC[C@@]21C,63.6,83.4,97.4,65.7,31.6,69.8,41.4,88.0
COC(=O)c1cc(N=C2NC(=O)/C(=C/c3ccc(Cl)c(Cl)c3)S2)ccc1O,79.4,85.5,103.4,70.0,100.7,80.6,86.7,81.0

# Sorted by length of the SMILES (ascending): ten of the compounds above
SMILES,SNB-75,SF-268,HCC-2998,PC-3,SF-539,U251,SF-295,SNB-19
O=C(c1ccccc1)C1(Br)CCCCC1,95.2,92.0,100.9,99.2,93.5,95.6,93.4,92.0
CCOC(=O)C(C)C/C(C)=N/NC(N)=O (stereo not drawn),86.3,99.3,107.2,85.1,102.9,91.6,101.0,102.8
CCN(CC)N=Nc1ccc(S(N)(=O)=O)cc1,93.7,106.1,113.7,86.8,95.0,93.4,103.6,101.7
Cc1ccc([C@@H]2C[C@@H]3Cc4ccccc4N2O3)o1,99.6,113.9,102.2,95.5,90.7,97.8,96.2,114.8
O=C(O)CCC(NC(=O)c1cccc([N+](=O)[O-])c1)C(=O)O (stereo not drawn),99.1,106.1,107.7,93.4,101.4,106.3,108.4,106.4
CN(C)c1ccc(/C=C/C(=O)c2ccc(NC(=O)CCN3CCCC3)cc2O)cc1,109.5,112.2,122.1,109.2,104.4,109.1,107.0,100.7
Cn1c(=O)c2c(-c3ccccc3F)n(-c3ccc4c(c3)OCO4)cc2n(C)c1=O,80.9,97.4,92.2,74.7,92.7,92.1,87.9,99.6
CCc1ccc(Oc2c(-c3ccc(OCc4ccc(Cl)cc4)cc3O)n[nH]c2C(F)(F)F)cc1,36.6,30.0,62.2,13.9,56.6,9.9*,88.1,25.4
C#C[C@]1(O)CC[C@H]2[C@@H]3CC=C4c5sc(-c6ccccc6)nc5CC[C@]4(C)[C@H]3CC[C@@]21C,63.6,83.4,97.4,65.7,31.6,69.8,41.4,88.0
CC(=O)O[C@H]1CC[C@@]2(C)[C@@H](CC[C@@H]3[C@@H]2CC(=O)[C@@]2(C)[C@H]3C[C@@H](C(C(C)=O)C(C)=O)[C@@H]2C(C)=O)C1,97.7,107.4,107.6,108.9,126.9,101.1,121.0,111.5

# Carrying on:
SMILES,SNB-75,SF-268,HCC-2998,PC-3,SF-539,U251,SF-295,SNB-19
COc1ccc(/C(C)=C(/c2ccc(OCCCN(C)C)cc2)c2ccc(OC(=O)c3ccccc3)cc2)cc1,104.7,77.8,88.3,73.4,89.1,68.2,89.8,94.8
NC(=O)CSc1nc(-c2ccc(F)cc2)cc(-c2ccco2)n1,99.2,104.5,109.4,89.1,110.1,99.2,102.1,106.3
COc1ccc2c(c1)C(=O)/C(=C/c1ccc(O)cc1)O2,67.5,97.9,114.5,39.6,80.2,92.9,98.1,89.3
O=C(NCCCNc1nccc(-c2c(-c3cccc(F)c3)nc3sccn23)n1)c1ccc(C(F)(F)F)cc1,82.6,67.8,111.5,70.8,103.7,83.0,87.5,87.6
O=C1Nc2ccc(Cl)cc2/C1=C\c1c(-c2ccc(Cl)cc2)nc2sc(C3CC3)nn12,11.3,34.0,83.7,75.6,8.8*,52.6,41.4,74.3
CC(C)OCCCNc1nc(Cl)nc2c1cnn2C,83.2,97.7,.,97.9,92.5,106.1,102.9,103.3
CCCCNC(=O)Oc1ccc(/C(=C(\C)c2ccc(OC)cc2)c2ccc(OCCN3CCCCC3)cc2)cc1,70.6,66.9,72.8,43.3,5.0*,38.9,12.5,69.9
Cc1ccc2[nH]c(=O)cc(N/N=C/c3ccc(F)cc3)c2c1,117.4,109.3,92.4,75.9,93.0,91.0,90.0,101.0
COc1ccc(-n2c(SCC(=O)NNC(=S)NC(=O)c3ccccc3)nc3cc(OC)c(OC)cc3c2=O)cc1,.,79.7,99.5,86.1,84.8,66.9,64.1,82.3
C=C1C(=O)O[C@H]2[C@H]1CC/C(CNC(=O)c1cc3ccccc3[nH]1)=C\CC[C@@]1(C)O[C@@H]21,48.4,-27.3*,-75.5*,-48.5*,-77.1*,-16.8*,42.3,22.4
Cc1c2ccccc2nc(CSc2ccccc2N)[n+]1[O-],86.8,98.8,.,84.8,92.8,99.8,103.0,95.1
CCOc1ccc(NC(N)=O)cc1,101.7,103.6,.,105.1,105.8,101.8,124.9,103.4
CC(C)C1=CC2=CC[C@@H]3[C@](C)(CCC[C@@]3(C)C(=O)OCC#CCN3CCOCC3)[C@H]2CC1,.,83.4,84.7,71.6,87.7,94.1,87.3,96.0
CC(=O)OCN(C)N=Nc1ccc([N+](=O)[O-])cc1,86.6,106.2,108.5,96.0,95.2,101.2,89.5,104.5
O=S(=O)(Nc1ccc(Cl)nn1)c1ccc(N=C=S)cc1,81.2,99.0,100.6,95.4,93.5,96.6,103.5,97.4
Cc1cn(-c2cc(NC(=O)c3ccc(C)c(-n4cc(-c5cnc6cccnn56)nn4)c3)cc(C(F)(F)F)c2)cn1,122.0,112.2,82.2,101.6,77.7,44.3,93.8,108.5
CCOC(=O)N1CCN(CCCCCCOc2ccc(Cl)cc2)CC1,65.5,90.9,101.9,95.4,93.9,100.7,89.7,102.7
Cc1ccc2c(n1)C(=O)C(Cl)=C(Nc1ccc(C#N)cc1)C2=O,109.6,97.0,107.8,89.6,100.4,96.6,118.0,96.4
COc1ccc(/C(O)=C2\C(=O)C(=O)N(Cc3cccnc3)C2c2ccncc2)cc1C (stereo not drawn),100.1,107.5,109.8,88.0,107.1,110.4,107.3,112.8
Clc1ccc2c(c1)-n1cccc1C(c1ccc3ccccc3c1)=NC2,83.2,108.5,87.9,79.8,103.1,95.6,80.6,79.1
Cc1cc(C)c(O)c(CNCCCNCc2cc(C)cc(C)c2O)c1,59.6,74.7,-51.4*,64.8,-11.8*,51.3,30.3,68.9
C/C(=C(/c1ccc(Cl)cc1)c1ccc(OCCN2CCCCCC2)cc1)c1ccccc1,88.4,93.0,93.8,69.3,72.4,73.1,86.4,88.4
O=C(C1CCCCC1)N1CC(=O)N2CCc3ccccc3C2C1 (stereo not drawn),113.5,105.7,102.8,103.7,.,101.4,99.3,101.8
CNC(=O)c1nc(Nc2ccc(NC(=O)Nc3ccc(F)cc3)cc2)c2ccccc2n1,94.1,105.5,97.2,96.6,93.3,103.4,101.7,100.5
Cc1ccc(CN(CC(=O)O)N=O)cc1,110.8,108.8,112.2,93.3,108.7,100.6,113.2,97.1
O=C1/C(=C\c2cccc(OCCCCCOc3ccc(Cl)cc3)c2)N=C2SCCCN12,71.3,81.3,71.0,28.8,77.4,74.1,43.0,75.0
NC(=O)c1c(Cl)c(Cl)c(Cl)c(Cl)c1C(=O)O,102.8,106.4,116.9,99.0,100.7,95.9,88.7,101.6
C[C@]12c3c4cc5c(c3-c3ccccc3[C@@H]1OC(=O)N2CC4)OCO5,78.1,93.5,97.9,77.7,95.5,79.4,92.0,88.1
CC1COc2c(N3CCN(C)CC3)c(F)cc3c(=O)c(C(=O)NNC(=S)Nc4ccc(Cl)cc4)cn1c23 (stereo not drawn),98.2,88.8,96.1,95.8,95.4,100.7,95.3,102.1
COc1ccc(N=Nc2c(N)nn3c(-c4ccc(Br)cc4)ccnc23)cc1,107.2,102.8,100.2,107.4,101.3,111.6,97.3,94.2
NC(=S)N/N=C/c1ccccc1N,87.5,102.8,106.7,96.9,94.0,94.2,.,96.6
COc1cc2nc3cc([N+](=O)[O-])ccc3c(NCCCNCC(C)(C)O)c2cc1OC,-96.0*,-57.4*,-70.2*,-61.8*,.,-68.9*,-41.2*,-26.1*
C#C[C@]1(O)CC[C@H]2[C@@H]3CCc4cc(O)cc(C)c4[C@H]3CC[C@@]21C,90.8,100.2,115.6,43.6,91.7,90.7,94.8,93.1
Cc1ccc2nc(-c3ccccc3)nn2c1,94.1,99.1,.,99.3,100.6,100.9,127.8,101.3
CC1(C)C2CCC1(C)C1(C2)OC(CCl)CS1 (stereo not drawn),93.9,112.0,117.3,103.9,104.3,100.6,104.6,96.9
CC(C)c1ccc(/C=C/C(=O)NC2CCN(c3nnnn3C)CC2)c(O)c1,.,104.7,101.9,92.4,96.9,98.3,96.5,97.6
Cc1ccc(S(=O)(=O)Nc2ccc(C(=O)/C=C/c3cccc(C)c3)cc2)cc1,87.3,85.3,104.7,87.0,97.7,92.9,95.1,93.8
Oc1cc(CN2CCOCC2)c(O)cc1CN1CCOCC1,85.8,102.1,108.3,104.5,110.0,124.7,94.2,.
CCOc1cc2ncc(C#N)c(Nc3ccc(F)c(Cl)c3)c2cc1NC(=O)CC(CCSCc1ccccc1)SCc1ccccc1 (stereo not drawn),97.0,92.6,99.8,77.4,93.4,92.5,105.9,107.2
CC(=O)Nc1ccc(S(=O)(=O)CCc2ccccn2)cc1,84.1,91.5,96.9,81.8,100.7,92.3,100.0,102.5
Cc1ccc(SCC(=O)O)c(C)c1,96.3,103.5,95.2,84.2,103.9,89.9,101.7,97.3
Cn1cccc1-c1cc(-c2ccc(Br)cc2)n(C(=S)Nc2ccc(F)cc2)c(=O)c1C#N,57.3,96.1,78.4,82.7,86.0,73.7,59.9,92.9
CC(=O)NS(=O)(=O)c1ccc(NC(=O)CCC(=O)O)cc1,96.5,107.6,108.1,88.0,93.9,94.2,97.9,110.2
Cc1cc(=O)oc2cc(OCCCOc3ccc(/C=C/C(=O)Nc4ccccc4N)cc3)ccc12,36.2,21.9,27.3,32.0,1.8*,32.2,27.4,.
Nc1nonc1-n1nncc1-c1cccnc1,81.2,106.5,111.7,105.4,102.2,101.3,98.2,129.1
CC1(C)[C@@H](O)CC[C@]2(C)[C@H]3CC[C@@H]4[C@H]5[C@H](c6cn(-c7ccc(F)cc7)nn6)CC[C@]5(CO)CC[C@@]4(C)[C@]3(C)CC[C@@H]12,91.7,83.1,102.6,60.3,92.6,94.2,91.1,99.9
CC1(C)CC(=O)C(Cn2cnc3ccccc32)C(=O)C1,84.9,103.3,118.6,98.1,101.9,97.2,104.5,100.0
COC(=O)[C@@H]1CCCN1C(=O)[C@@H]1CCCN1C(=O)[C@H](Cc1ccccc1)NC(=S)Nc1cc(C(F)(F)F)cc(C(F)(F)F)c1,73.8,35.0,93.3,.,94.0,7.9*,92.9,33.3
CC(=O)c1c(Nc2cccc(F)c2)[nH]c2c(Cl)cc(Cl)c(Cl)c2c1=O,-9.5*,19.2,10.7,10.3,4.0*,3.2*,-28.4*,16.6
COC(=O)C1(C(=O)OC)C2C(=O)C3C(C21)C3(C(=O)OC(C)(C)C)C(=O)OC(C)(C)C (stereo not drawn),88.5,110.6,111.7,90.2,114.6,104.1,102.9,109.9
O=C(CO)NCc1ccccc1,90.8,106.3,106.0,95.1,104.6,95.1,110.5,98.2

# Screening data: PubChem BioAssay, NCI
